Source: PubChem
ABCG2 block = ABCG2 efflux pump inhibitors, primary screen, multiplex with ABCB1, IgMXP3 cells, flow cytometry. 0.1% of 190,000 active. inhibition, % at 6.6 µM. AID 1325, 2008. Broad substrate specificity ATP-binding cassette transporter ABCG2 (Homo sapiens), Q9UNQ0. JC-1 efflux;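 active = inhibition above 80%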;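 also: 0% = DMSO and 100% = nicardipine control wells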
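material = IgMXP3 (ABCG2) plus far-red-tagged CCRF-Adr (ABCB1) cells | amount = 3 million cells/mL, equal mix of both lines | also added = JC-1 transporter substrate | dosing = one concentration, 6.6 µM final | schedule = 10 min at 25 °C | measured by = flow cytometric JC-1 green MFI at 530 nm | read-out basis = percent efflux inhibition, scaled nicardipine 100% to DMSO 0%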
Pf gamet viab = late stage P. falciparum gametocyte viability inhibitors, primary screen, ATP luminescence, HTS | P. falciparum stage V gametocytes, 24 h | inhibition, % at 10.9 µM | 0.065% of 150,000 active | AID 743093, 2013;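 active = inhibition above the mean plus 3 SD of compounds within the control limits, set per campaign, cut at about 38% in these data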;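 also: 0% = DMSO wells and 100% = medium only without gametocytes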
ABCB1 inh = ABCB1 efflux pump inhibitors, primary screen, cell-based, multiplex, flow cytometry, ABCG2 counter-screen | CCRF-Adr cells, JC-1 efflux | inhibition, % at 6.6 µM | 0.067% of 190,000 active | AID 1326, 2008; in the data active = inhibition above about 40%;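 also: 0% = vehicle and 100% = reference inhibitor; higher value means more JC-1 retained so stronger ABCB1 efflux block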
Cdc42 wt GTP = modulators of GTP binding to wildtype Cdc42, primary screen, biochemical, multiplex bead flow cytometry, Bodipy-GTP; Cell division control protein 42 homolog (Homo sapiens), P60953; GST-Cdc42 beads; actives lie on both sides; percent activity (GTP binding), % at 10 µM; 0.2% of 190,000 active; AID 761, 2007;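 active = percent activity GTP binding at least 20 points away from the 100% baseline, either down as inhibitor or up as activator; inconclusive = compound flagged as likely green fluorescent from well-wide comparison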;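 also: median bead fluorescence of bound Bodipy-FL-GTP at 100 nM; 0% = excess unlabeled GTP control and 100% = no compound control; below 100% means less GTP binding so inhibitor and above means activator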
Target sequence (P60953 whole entry, looked up): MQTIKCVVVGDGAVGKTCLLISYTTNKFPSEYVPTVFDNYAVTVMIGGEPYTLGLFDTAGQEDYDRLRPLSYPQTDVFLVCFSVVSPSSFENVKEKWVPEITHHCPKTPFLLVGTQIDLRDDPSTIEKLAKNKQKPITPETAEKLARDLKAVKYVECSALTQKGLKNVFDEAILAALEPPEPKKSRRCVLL
Rab7 wt modul = modulators of GTP binding to Rab7, primary screen, biochemical, wildtype, multiplex bead flow cytometry | GST-Rab7 beads, fluorescent GTP binding; actives lie on both sides; untreated = 100%, excess cold GTP = 0% | 0.055% of 190,000 active | AID 758, 2007 | GTP binding activity (percent of control), % at 10 µM | Rab7 GTPase wild type (dog), Bodipy-FL-GTP binding;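 active = fluorescent GTP binding to Rab7 beads changed by at least 20 points from the 100% baseline, either direction, mostly lower; inconclusive = compound itself probably fluorescent, or too few beads counted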;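 also: median green fluorescence of bound Bodipy-FL-GTP per Rab7 bead population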
Rac1 wt modul = wildtype Rac1 GTP binding modulators, primary screen, biochemical, GST-Rac1 beads, flow cytometry, multiplex; fluorescent GTP binding; actives lie on both sides; 0 = cold GTP competed, 100 = untreated; GTP binding activity (% of control), % at 10 µM; 0.27% of 190,000 active; AID 757, 2007;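 active = GTP binding activity at least 20 points away from the 100% control level, either lower or higher; inconclusive = compound flagged as likely green fluorescent, judged across all proteins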
Mcl1-Noxa inh = Mcl-1/Noxa binding inhibitors, primary screen, biochemical, TR-FRET, 1536-well; Induced myeloid leukemia cell differentiation protein Mcl-1 (Homo sapiens), Q07820; TR-FRET Mcl-1/Noxa peptide binding, 2 h; inhibition, % at 21.7 µM; 1.5% of 220,000 active; AID 1022, 2008;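 active = compounds that cut the protein-peptide binding signal by more than 50% relative to plate controls in a single-dose test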;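 also: His-tagged Mcl-1 with rhodamine Noxa BH3 peptide and terbium anti-His antibody; 0% = Mcl-1 plus Noxa peptide wells and 100% = peptide-only wells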
Target sequence (Q07820 whole entry, looked up): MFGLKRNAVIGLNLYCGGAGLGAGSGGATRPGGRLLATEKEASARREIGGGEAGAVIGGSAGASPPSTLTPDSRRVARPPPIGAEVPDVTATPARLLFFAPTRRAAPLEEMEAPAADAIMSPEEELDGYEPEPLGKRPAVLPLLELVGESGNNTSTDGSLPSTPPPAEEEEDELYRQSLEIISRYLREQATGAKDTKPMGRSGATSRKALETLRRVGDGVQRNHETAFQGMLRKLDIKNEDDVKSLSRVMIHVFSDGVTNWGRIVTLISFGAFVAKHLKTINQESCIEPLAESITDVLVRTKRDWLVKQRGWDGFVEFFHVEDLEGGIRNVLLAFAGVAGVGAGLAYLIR
Rab2 wt GTP = modulators of GTP binding to Rab2A wildtype, primary screen, biochemical, dog, bead-based flow cytometry, multiplex; Ras-related protein Rab-2A (Canis lupus familiaris), P61105; GST-Rab2 wt beads, Bodipy-GTP binding; GTP binding activity, % at 10 µM; 0.19% of 190,000 active; AID 760, 2007;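 active = GTP binding activity at least 20 points away from 100%, either lowered or raised; inconclusive = signal likely due to the compound's own green fluorescence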;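 also: 0% = beads with excess unlabeled GTP and 100% = no-compound control corrected for plate trend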
HRas wt GTP = modulators of GTP binding to HRas wildtype, primary screen, biochemical, bead-based flow cytometry, multiplex | GTPase HRas (Homo sapiens), P01112 | GST-Ras wt beads, Bodipy-FL-GTP binding; actives lie on both sides | GTP binding activity, % at 10 µM | 0.14% of 190,000 active;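 active = GTP binding activity at least 20% away from the 100% baseline, either lowered as inhibitor or raised as activator; inconclusive = flagged as likely green fluorescent, judged across all proteins in the well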;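 also: 0% = unlabeled GTP competition control and 100% = no-compound control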
Target sequence (P01112 whole entry, looked up): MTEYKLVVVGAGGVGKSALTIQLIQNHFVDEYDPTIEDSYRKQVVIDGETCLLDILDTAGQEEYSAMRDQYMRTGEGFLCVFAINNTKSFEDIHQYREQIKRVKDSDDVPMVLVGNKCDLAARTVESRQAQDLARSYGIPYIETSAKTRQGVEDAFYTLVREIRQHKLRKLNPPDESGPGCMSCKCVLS
Avidin bead fluor = green autofluorescence of compounds with avidin beads – biophysical, 488/530 nm, flow cytometry, artefact control, profiling panel | 0.38% of 220,000 active | fluorescence (KMESF) at 10 µM | compound fluorescence 488/530 nm; active compounds read high | AID 1775, 2009; in the data active = fluorescence above about 47; also: inactives centre near 10
Rac1 mut GTP = GTP binding modulators of activated mutant Rac1, primary screen, biochemical, bead-based flow cytometry, multiplex, fluorescent GTP | Ras-related C3 botulinum toxin substrate 1 (Homo sapiens), P63000 | GST-Rac1 activated beads; actives lie on both sides; 100% means binding = to untreated wells | percent activity (GTP binding), % at 10 µM | 0.11% of 190,000 active | AID 764, 2007;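 active = GTP binding at least 20 percentage points away from the 100% baseline, in either direction, so actives lie on both sides; inconclusive = Compound likely fluorescent itself, or too few beads counted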
An asterisk follows results filed as active; u = inconclusive; x = not tested or not shown.

SMILES	ABCG2 block	Pf gamet viab	ABCB1 inh	Cdc42 wt GTP	Rab7 wt modul	Rac1 wt modul	Mcl1-Noxa inh	Rab2 wt GTP	HRas wt GTP	Avidin bead fluor	Rac1 mut GTP
CCOC(=O)c1c(NC(=O)CSc2nnc(-c3ccccc3)o2)sc(C(C)=O)c1C	2	x	0.6	100	100	100	6	99	100	8	99
CCOc1cc(CNc2ccccc2)cc(Br)c1OCC(=O)NC(C)(C)C	0	x	-0.1	99	94	107	-5	97	102	24	102
CCCCn1c(C(C)NC(=O)COC)nc2ccccc21 (centres undefined)	2	-2	0.0	103	96	104	0	98	99	41	98
COc1ccc(C(=O)Nc2cc3c(cc2OC)CCCC3)cc1Br	14	-8	-0.1	102	102	103	17	99	100	11	98
CN1C(=O)C(O)(CC(=O)c2cccnc2)c2ccccc21 (centres undefined)	5	7	0.8	103	98	103	9	103	104	8	102
COc1cc2[nH]c(=O)n(CCCC(=O)NCCc3ccccc3)c(=O)c2cc1OC	0	x	0.2	99	98	101	19	98	99	35	97
COC(=O)c1c(NC(=O)COC(=O)Cn2cnc3ccccc32)sc(C)c1C	1	-27	0.1	99	100	99	20	99	98	5	97
O=C(N/N=C/C=C/c1cccc([N+](=O)[O-])c1)C(O)c1ccccc1 (centres undefined)	6	-19	0.4	98	97	99	-7	97	96	10	97
CCn1cc(C(=O)OCC(=O)Nc2c(C)cccc2C)c(=O)c2ccc(C)nc21	4	x	0.9	99	106	99	37	102	101	11	98
O=S(=O)(NC1CC1)c1ccc(S(=O)(=O)N2CCN3CCCC3C2)cc1 (centres undefined)	13	20	2.0	105	103	108	18	101	102	10	101
CCOC(=O)c1c(C)n(C)c2cc(Br)c(C)cc12	6	x	0.6	99	99	97	-17	99	101	8	98
CCCc1cc(=O)n2[nH]c(-c3cc(OC)c(OC)c(OC)c3)nc2n1	1	-2	0.3	99	100	102	-2	100	100	36	97
CCOC(=O)n1c(=O)n(Cc2c(Cl)cccc2Cl)c2ccccc21	2	17	0.7	98	97	94	-11	99	98	7	95
c1ccc(CCCCNCC2COc3ccccc3O2)cc1 (centres undefined)	5	8	1.4	93	96	95	-6	93	93	9	91
Cc1cc2nc(C3CCN(C(=S)NCC(C)C)CC3)[nH]c2cc1C	32	-21	0.2	101	100	101	17	100	100	25	99
COc1ccc(Nc2ccnc(Nc3ccc(OC)cc3)n2)cc1	14	x	2.2	106	102	106	28	100	104	15	101
O=C(O)CC(C(=O)NC1CCCCC1)C1CCCO1 (centres undefined)	11	-26	2.9	102	99	105	-1	100	100	27	101
COCCSc1ccccc1C(=O)Nc1cc(C)ccn1	1	4	x	101	98	102	10	98	99	8	97
CCCNC(=O)c1nn2cc(Br)cnc2c1Br	1	-3	0.0	95	97	94	8	93	95	4	93
O=[N+]([O-])c1ccc(S(=O)(=O)N2CCN=C2SCc2cccnc2)cc1	1	-2	0.6	100	101	103	1	98	100	10	97
CC1(C)Cc2ccccc2-c2nnc(SCC(=O)N3CCc4ccccc43)n21	17	10	2.2	95	94	94	-11	94	95	11	93
COc1c(C)cc(Br)cc1C(=O)Nc1ccc(Cc2ccncc2)cc1	4	6	0.4	93	95	96	6	93	94	7	95
CCOC(=O)N1CCC(NC(=O)Cn2cccc2C(=O)c2ccccc2)CC1	11	x	2.4	100	95	101	17	100	101	10	99
CCCC(=O)NC(=S)Nc1ccc(NC(=O)C(C)C)c(OC)c1	5	2	0.1	101	100	102	20	97	96	10	97
O=C(O)CCN1C(=O)C2C3C=CC(C3)C2C1=O (centres undefined)	8	-2	0.1	101	100	102	-19	103	100	6	100
(list continues)
SMILES	ABCG2 block	Pf gamet viab	ABCB1 inh	Cdc42 wt GTP	Rab7 wt modul	Rac1 wt modul	Mcl1-Noxa inh	Rab2 wt GTP	HRas wt GTP	Avidin bead fluor	Rac1 mut GTP
Cc1ccccc1/C=C\c1nc2ccccc2c(=O)n1Cc1ccccc1	-3	x	-0.3	96	96	98	11	98	99	12	101
CC(C)Cn1c2c(c(O)c(C(=O)Nc3nccs3)c1=O)CCCC2	5	x	1.3	98	97	106	10	98	98	9	96
O=C(Cc1ccccc1)Nc1c(C(=O)N2CCCCCC2)cnn1-c1ccccc1	3	x	0.0	96	91	95	14	96	93	6	93
C/C(CCN1CCCCc2nc(C)c(C)cc21)=N\O[C@@H](C)c1cn([C@H](CO)Cc2ccccc2)nn1	13	x	1.5	106	103	105	-4	103	103	10	98
NS(=O)(=O)c1ccc(CNC(=S)Nc2ccc(F)c(Cl)c2)cc1	0	10	-0.6	95	103	97	8	99	98	2	94
O=c1c(Cc2ccc(F)cc2)c(O)ccn1CC1CCCO1 (centres undefined)	1	x	0.5	98	95	98	11	96	96	11	96
COc1cccc(/C=C/C(=O)OCC(=O)NCCC2=CCCCC2)c1	18	7	1.4	88	102	91	17	90	91	12	88
BrC(=C\c1ccccc1)/C=N/N1CCN(Cc2ccccc2)CC1	3	12	0.8	101	97	104	-2	99	99	11	98
Cc1cc(/C=C(\C#N)C(=O)NCCc2c[nH]c3ccccc23)c(C)n1C	2	-2	0.4	104	104	105	-7	103	102	10	99
C(=N\Nc1nc2ccccc2s1)/c1cccs1	11	x	-0.7	96	99	100	20	97	97	7	96
N#CCSc1nnc(Cc2cccs2)n1C1CCCCC1	-5	x	-5.0	103	101	107	6	101	102	10	101
CC(CCc1ccccc1)NC(=O)CNC(=O)COc1ccccc1 (centres undefined)	2	22	0.3	90	105	94	1	97	93	8	91
COc1cc(S(=O)(=O)Nc2cc(C)cc(C)c2)ccc1F	6	-14	1.4	102	97	103	-14	100	101	5	100
Cc1cc(C(=O)COC(=O)CNC(=O)c2ccc(Cl)c(Cl)c2)c(C)n1Cc1ccco1	2	7	0.3	103	94	103	0	96	98	11	97
COc1cccc(CNc2ccc(F)c(Cl)c2)c1O	-1	3	-0.7	96	94	96	21	95	97	5	97
CCOC(=O)Cn1cc(/C=C/[N+](=O)[O-])c2ccccc21	1	3	0.3	99	97	101	4	97	94	11	96
CC(=O)c1ccccc1NC(=O)CC1(CC(=O)O)CCCCC1	3	10	0.7	95	90	95	5	93	92	10	93
Cc1ccc2nc(C)cc(C(=O)N3CCCC(CO)(Cc4ccccc4C)C3)c2c1 (centres undefined)	4	-6	5.3	96	102	100	21	97	100	11	98
COc1ccc(-c2nc(NC(=O)c3nc4nccc(C)n4n3)sc2C)cc1	-1	x	-0.4	94	97	99	5	93	93	24	91
Cc1ccc(NC(=S)N/N=C2/CCCc3c(C)cc(C)cc32)cc1	2	5	0.0	102	99	103	18	100	101	35	101
O=C(CCC(=O)OCC(=O)c1ccc(Cl)cc1Cl)Nc1cccc2cccnc12	2	x	0.1	99	102	99	-1	101	101	15	100
Cc1ccc(-c2nnn(CC(=O)N(Cc3ccco3)C(C(=O)NC(C)(C)C)c3ccncc3)n2)o1 (centres undefined)	1	-11	0.7	96	101	92	-4	97	96	10	93
Cc1ccccc1NC(=O)CSc1nnc(-c2ccco2)c(-c2ccco2)n1	25	x	0.3	99	100	99	87*	99	97	11	96
O=C(Oc1cccc(NC(=O)c2cccs2)c1)c1cccc(S(=O)(=O)N2CCCC2)c1	-5	6	-0.4	97	100	94	6	95	97	15	95
CCCN1CCN(C(=O)Nc2cccc(C(F)(F)F)c2)CC1	17	5	0.5	99	107	103	-5	107	103	10	96
Additional results
SMILES	ABCG2 block	Pf gamet viab	ABCB1 inh	Cdc42 wt GTP	Rab7 wt modul	Rac1 wt modul	Mcl1-Noxa inh	Rab2 wt GTP	HRas wt GTP	Avidin bead fluor	Rac1 mut GTP
COc1ccc(-n2c(N)c(C(=O)NCc3cccnc3)sc2=S)cc1	6	x	0.5	112	109	114	19	107	108	3	107
O=C(c1cc2nc(C3CC3)cc(C(F)(F)F)n2n1)N1CCCC1	8	4	0.7	104	101	103	7	102	101	6	101
COc1ccc(C2C(C#N)=C(N)Oc3c2c(C)nn3-c2ccccc2)cc1Cn1nc(C)c([N+](=O)[O-])c1C (centres undefined)	0	6	-0.1	104	98	102	19	100	99	37	100
O=C(c1ccccc1)c1ccc(OCC(O)CNC2CCCc3ccccc32)cc1 (centres undefined)	16	8	2.1	99	101	104	18	100	100	16	101
O=c1[nH]c2cc3c(cc2cc1CN(CCN1CCOCC1)C(=S)NCC1CCCO1)OCO3 (centres undefined)	5	5	1.9	92	104	95	2	98	97	6	95
COc1ccc(-n2c(N3CCN(C)CC3)nc3sc4c(c3c2=O)CCCCC4)cc1	15	-32	5.8	105	102	109	-26	103	104	24	101
O=C(COc1ccccc1)Nc1ccccc1C(=O)NCc1ccco1	1	7	0.2	98	98	99	-11	96	99	8	97
CCC(=O)NC(NC(=O)CC)C(Cl)Cl	-1	-12	-0.3	102	95	100	-12	104	100	8	99
CCCCN1CN=C(Nc2nc3ccccc3o2)NC1	-4	-14	-5.7	u	u	u	17	u	u	12	u
COc1ccccc1N1CCN(C(=O)c2ccc(NC(C)=O)cc2)CC1	5	7	1.7	105	105	110	1	106	102	10	102
COC(=O)c1ccc(C(=O)OC)c(NC(=O)CSCc2ccccc2Br)c1	11	x	1.1	94	92	94	-5	93	95	12	91
Cc1n[nH]c(C)c1Sc1ccccc1N=Cc1cc(Cl)cc([N+](=O)[O-])c1O	1	x	0.8	92	95	90	16	93	94	4	91
COc1ccc(NC(=O)CSc2n[nH]c(C(C)C)n2)c([N+](=O)[O-])c1	2	5	-0.3	94	93	95	28	94	93	11	95
CCC(=O)N(CCc1ccc(OC)c(OC)c1)Cc1cc2ccc(C)cc2n2nnnc12	2	11	1.9	97	94	99	5	96	96	11	95
